T cruzi growth – inhibitors of T. cruzi proliferation | T. cruzi beta-gal in NIH3T3, GalScreen luminescence, 90 h | inhibition, % at 8.34 µM | 77,000 tested, 5.9% active | AID 624255;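 active = mean inhibition above about 93%, with at least 55% of replicates each passing it, limit read from the data, passing the limit was not always enough; inconclusive = only one of those two conditions holds; inactive = neither condition holds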
Pf Dd2 inh – blocks growth of Plasmodium falciparum Dd2 parasites. P. falciparum Dd2 growth, SYBR Green, 72 h; stronger effect = lower value. activity change, % at 10 µM. 94,000 tested, 2.3% active. AID 1159554; in the data active = activity change below about -80%; inconclusive = no clear call, values can overlap the other calls
C diff HTS – inhibitors of Clostridium difficile growth; 86,000 tested, 0.25% active; Clostridium difficile clinical isolate growth, OD600, 24 h; stronger effect = lower value; growth activity, negative = inhibition, % at 16 µg/mL (by protocol);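 active = mean growth activity at or below -80% and every replicate also at or below -80%; inconclusive = mean at or below -80% but some replicate above -80%; inactive = mean growth activity above -80%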;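 also: 0% = DMSO wells and -100% = levofloxacin 16 µg/mL wells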
GASC1 inh – KDM4C (human) demethylase inhibition | Q9H3R0 | GST-KDM4C 2-372, H3K9me3 peptide, LANCE TR-FRET | inhibition, % at 12.5 µM | 96,000 tested, 0.15% active | AID 720574;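 active = mean replicate inhibition above about 25%, with at least 55% of replicates also reaching it, limit read from the data, passing the limit was not always enough; inconclusive = only one of those two conditions met; inactive = neither condition met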
Target sequence (Q9H3R0 2-372 limits assumed): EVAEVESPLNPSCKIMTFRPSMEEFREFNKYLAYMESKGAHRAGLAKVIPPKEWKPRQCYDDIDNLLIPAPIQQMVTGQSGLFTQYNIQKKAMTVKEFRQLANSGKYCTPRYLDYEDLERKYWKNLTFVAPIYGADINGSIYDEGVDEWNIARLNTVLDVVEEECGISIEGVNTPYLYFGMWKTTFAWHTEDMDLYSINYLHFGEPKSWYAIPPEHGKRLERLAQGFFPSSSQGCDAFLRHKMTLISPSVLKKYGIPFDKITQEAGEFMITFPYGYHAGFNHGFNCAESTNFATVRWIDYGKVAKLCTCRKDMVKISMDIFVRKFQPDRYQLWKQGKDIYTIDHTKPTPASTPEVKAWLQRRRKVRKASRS
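reagent = H3K9me3 peptide substrate, Fe(II), 2-oxoglutarate | system = GST-tagged GASC-1 (JMJD2C) catalytic fragment, aa 2-372 | amount = enzyme final amount 10 nM | read-out = Fall in 671/618 emission ratio as inhibition | medium = HEPES buffer, pH 7.5, plus ascorbate | schedule = 30 min reaction, 60 min detection, RT | measured by = LANCE TR-FRET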
The depositor's hits bear a star; u = inconclusive; x = no result given; & = joins results of further samples.

SMILES	T cruzi growth	Pf Dd2 inh	C diff HTS	GASC1 inh
C[C@H](CO)N1C[C@H](C)[C@@H](CN(C)Cc2ccc(C(F)(F)F)cc2)Oc2ccc(NC(=O)Cn3cnnn3)cc2C1=O	61	-12	-1	0.1
CC(C)NC(=O)N(C)C[C@H]1Oc2c(NS(=O)(=O)c3ccccc3)cccc2C(=O)N([C@@H](C)CO)C[C@@H]1C	29	1	0	0.5
O=C(C[C@H]1C[C@@H]2c3cc(NS(=O)(=O)c4ccccc4)ccc3O[C@@H]2[C@@H](CO)O1)N1CCCCC1	33	-10	-1	0.2
C[C@H](CO)N1C[C@H](C)[C@H](CN(C)S(=O)(=O)c2cn(C)cn2)Oc2ncc(C3=CCCCC3)cc2C1=O	x	31	-1	-1.0
C[C@@H]1CN([C@H](C)CO)C(=O)Cc2cc(NS(=O)(=O)c3cccs3)ccc2O[C@@H]1CN(C)Cc1ccc(-c2ccccc2)cc1	74	13	7	-0.4
Cc1noc(C)c1S(=O)(=O)Nc1ccc2c(c1)CC(=O)N([C@@H](C)CO)C[C@H](C)[C@@H](CN(C)Cc1ccc(Cl)c(Cl)c1)O2	15	-3	9	0.8
CC(C)NC(=O)Nc1ccc2c(c1)C(=O)N([C@H](C)CO)C[C@@H](C)[C@@H](CN(C)S(C)(=O)=O)O2	-51	0	-1	3.1
CCNC(=O)C[C@H]1CC[C@@H]2[C@@H](COc3ccc(NC(=O)C4CCCCC4)cc3C(=O)N2C)O1	-43	-13	2	0.3
CCCC#Cc1ccc2c(c1)O[C@@H](CN(C)CCC)[C@@H](C)CN([C@@H](C)CO)S2(=O)=O	70	-41	3	-1.6
O=C(O)C[C@@H]1C=C[C@@H](NC(=O)Nc2cc(F)ccc2F)[C@@H](CO)O1	12	15	12	-0.8
CN(C)CC#Cc1ccc([C@H]2[C@H](CO)N3CCCCN(C(=O)C4CCCC4)C[C@@H]23)cc1	93	6	-5	x
COC(=O)C[C@@H]1CC[C@@H]2[C@@H](COc3ccc(NC(=O)Nc4cccc(F)c4)cc3C(=O)N2C)O1	-19	-2	1	-1.1
C[C@@H]1CCCCO[C@H](CN(C)C)[C@@H](C)CN([C@@H](C)CO)C(=O)c2cc(NC(=O)NC3CCCCC3)ccc2O1	63	10	0	-1.0
C[C@@H]1CN([C@H](C)CO)C(=O)c2cccc(NS(=O)(=O)c3ccccc3)c2O[C@@H]1CN(C)Cc1ccc(Cl)c(Cl)c1	87	-9	8	x
Cc1ccc(S(=O)(=O)N(C)C[C@H]2Oc3ccc(NS(=O)(=O)c4ccccc4)cc3C(=O)N([C@H](C)CO)C[C@H]2C)cc1	98	2	0	-1.4
CCCNC(=O)[C@H]1[C@H](CO)[C@H]2Cn3c(ccc(-c4cccc(OC)c4)c3=O)[C@@H]1N2C(=O)NCCC	47	0	-1	-1.0
C[C@H](CO)N1C[C@H](C)[C@H](CN(C)C(=O)C2CCCCC2)Oc2cc(-c3ccncc3)ccc2S1(=O)=O	68	-63	8	-1.3
COc1ccc(S(=O)(=O)Nc2ccc3c(c2)CC(=O)N([C@H](C)CO)C[C@H](C)[C@@H](CN(C)S(=O)(=O)c2cccs2)O3)cc1	16	-50	-3	15
COc1ccccc1-c1ccc2n(c1=O)C[C@H]1[C@H](CO)[C@@H](C(=O)NC3CCC3)N(C(=O)NC(C)C)[C@@H]21	76	6	-3	-0.6
Cc1ccc(S(=O)(=O)N(C)C[C@H]2Oc3ccc(NC(=O)Nc4ccccc4)cc3C(=O)N([C@@H](C)CO)C[C@@H]2C)cc1	x	-26	-10	-0.7
C[C@H]1CCCCO[C@H](CN(C)S(=O)(=O)c2cccs2)[C@@H](C)CN([C@@H](C)CO)C(=O)c2cc(NC(=O)CCC(F)(F)F)ccc2O1	73	-65	-1	0.8
C[C@@H]1CCCCO[C@H](CN(C)Cc2ccccc2)[C@@H](C)CN([C@H](C)CO)C(=O)c2cc(NC(=O)c3ccccc3)ccc2O1	25	8	2	x
COC(=O)C[C@@H]1CC[C@@H]2[C@H](COc3ccc(NC(=O)c4ccccc4OC)cc3C(=O)N2C)O1	44	5	1	1.1
Cc1ccc(S(=O)(=O)N[C@H]2C=C[C@@H](CC(=O)NCCN3CCCCC3)O[C@@H]2CO)cc1	-27	17	x	-1.0
O=C(C[C@H]1C[C@@H]2c3cc(NC(=O)NC4CCCCC4)ccc3O[C@@H]2[C@@H](CO)O1)NCc1ccccn1	x	13	8	-3.6
C[C@@H]1CN([C@H](C)CO)C(=O)c2cccc(NC(=O)C3CCCCC3)c2O[C@@H]1CN(C)S(=O)(=O)c1ccccc1	43	-43	-10	-1.4
COc1ccccc1-c1cnc2c(c1)C(=O)N([C@H](C)CO)C[C@H](C)[C@@H](CN(C)Cc1ccc(F)cc1)O2	x	-17	5	-1.6
C[C@@H]1CCCCO[C@H](CN(C)S(=O)(=O)c2ccccc2)[C@H](C)CN([C@@H](C)CO)C(=O)c2cc(NS(=O)(=O)c3ccccc3)ccc2O1	84	-38	x	-0.5
C[C@@H]1CN([C@@H](C)CO)S(=O)(=O)c2ccc(C#Cc3ccc(F)cc3)cc2O[C@H]1CN(C)C(=O)NC1CCCC1	114*	u	5	56*
CO[C@H](C(=O)N(C)C[C@H]1OCc2ccccc2-c2c(n(C)c3ccccc23)C(=O)N([C@@H](C)CO)C[C@H]1C)c1ccccc1	12	-6	1	-1.4
O=C(C[C@H]1C=C[C@H](NC(=O)C2CCOCC2)[C@H](CO)O1)NCC1CCCCC1	x	x	-1	0.9
C[C@@H]1CCCCO[C@@H](CN(C)S(=O)(=O)c2ccc(F)cc2)[C@H](C)CN([C@H](C)CO)C(=O)c2cc(NC(=O)Nc3ccc4c(c3)OCO4)ccc2O1	92	-73	3	-1.0
O=C(C[C@H]1CC[C@H]2[C@@H](COC[C@@H](O)CN2C(=O)c2ccncc2)O1)Nc1ccc(-c2ccccc2)cc1	32	-16	7	-4.0
CC(C)NC(=O)N[C@H]1C=C[C@@H](CC(=O)NCc2ccc(Oc3ccccc3)cc2)O[C@H]1CO	3	-5	-3	-0.2
CNC(=O)C[C@H]1CC[C@H]2[C@@H](COc3ccc(NC(=O)NC(C)C)cc3C(=O)N2C)O1	25	12	-5	0.2
CS(=O)(=O)Nc1ccc2c(c1)[C@@H]1C[C@H](CC(=O)NCc3ccc(-c4ccccc4)cc3)O[C@@H](CO)[C@@H]1O2	-3	-17	-2	-1.0
CC(C)C#Cc1ccc([C@@H]2[C@@H](CO)N3CCCCN(S(=O)(=O)Cc4ccccc4)C[C@@H]23)cc1	101*	-17	8	-0.9
CC(C)C#Cc1cnc2c(c1)C(=O)N([C@@H](C)CO)C[C@@H](C)[C@@H](CN(C)C(=O)c1cnccn1)O2	36	42	8	-1.1
C[C@@H]1CCCCO[C@@H](CN(C)Cc2ccc(C(F)(F)F)cc2)[C@H](C)CN([C@@H](C)CO)C(=O)c2cc(NC(=O)Nc3ccc(C(F)(F)F)cc3)ccc2O1	u	-65	19	0.0
CCCN1[C@@H]2c3ccc(C4=CCCCC4)c(=O)n3C[C@H]1[C@H](CO)[C@H]2C(=O)NCCOC	89	17	0	0.1
CCCC#Cc1ccc([C@@H]2[C@@H](CO)N3C(=O)CN(C(=O)Cc4cccnc4)C[C@H]23)cc1	x	23	-4	0.0
COCC(=O)N(C)C[C@H]1Oc2ncc(-c3ccccc3C)cc2C(=O)N([C@H](C)CO)C[C@H]1C	-17	25	-2	-1.2
CCNC(=O)C[C@@H]1CC[C@H]2[C@H](COc3ccc(NS(=O)(=O)c4ccccc4C)cc3C(=O)N2C)O1	1	-5	-1	-1.8
O=C(Nc1cc(F)ccc1F)N1C[C@@H]2[C@H](c3ccccc31)[C@@H](CO)N2C(=O)c1ccccc1	61	8	5	4.4
Cc1ccc(S(=O)(=O)Nc2cccc3c2O[C@@H](CN(C)C(=O)NC2CCCCC2)[C@@H](C)CN([C@H](C)CO)C3=O)cc1	-75	-6	-13	-4.3
COCC(=O)N(C)C[C@H]1Oc2cc(-c3cncnc3)ccc2S(=O)(=O)N([C@H](C)CO)C[C@H]1C	0	32	-3	0.6
O=C(NC1CCCC1)[C@H]1[C@H](CO)[C@H]2Cn3c(ccc(C4=CCCCC4)c3=O)[C@@H]1N2CC1CC1	31	8	0	-0.6
CC(C)NC(=O)Nc1ccc2c(c1)C(=O)N([C@H](C)CO)C[C@@H](C)[C@@H](CN(C)Cc1ccc(C(=O)O)cc1)OCCCC[C@H](C)O2	11	21	2	1.5
C[C@H]1CN([C@@H](C)CO)C(=O)c2cc(NC(=O)Nc3ccccc3)ccc2O[C@@H]1CN(C)C(=O)NC1CCCCC1	x	-13	2	-0.2
COc1ccc2c3c([nH]c2c1)[C@H](CO)N(C(=O)Nc1ccc(F)cc1)CC31CCN(C(=O)Nc2ccccc2)CC1	x	-69	15	0.1
Cc1ccccc1S(=O)(=O)N1CC(=O)N2[C@H](CO)[C@H](c3ccc(C#Cc4ccccc4)cc3)[C@@H]2C1	x	18	-3	-2.7
CC(C)NC(=O)N(C)C[C@H]1Oc2ccc(NS(=O)(=O)c3ccc(Cl)cc3)cc2CC(=O)N([C@@H](C)CO)C[C@H]1C	34	3	0	0.7
CCNC(=O)[C@@H]1[C@@H](CO)[C@@H]2Cn3c(ccc(-c4ccccc4)c3=O)[C@@H]2N1Cc1ccccc1	81	0	1	5.8
CC(C)CC#Cc1ccc2c(c1)O[C@@H](CN(C)C(=O)NC1CCCC1)[C@@H](C)CN([C@H](C)CO)S2(=O)=O	119*	-28	-10	-1.9
COc1ccc(CN(C)C[C@H]2OCCCC[C@H](C)Oc3ccc(NS(=O)(=O)c4ccc(OC)cc4)cc3C(=O)N([C@@H](C)CO)C[C@@H]2C)cc1	1	-25	-4	0.8
CO[C@@H]1CN(C)C(=O)c2ccc(NC(=O)c3cccc(F)c3)cc2OC[C@@H](C)NC[C@H]1C	-12	7	-1	0.5
CCCN(C)C[C@H]1Oc2cc(C#CCC3CCCC3)ccc2S(=O)(=O)N([C@@H](C)CO)C[C@@H]1C	x	-14	1	-1.5
O=C(C[C@@H]1CC[C@H]2[C@@H](COC[C@@H](O)CN2Cc2cccc(Cl)c2)O1)NCC1CCCCC1	63	x	-6&-28	-1.2
O=C(C[C@@H]1CC[C@@H]2[C@H](COC[C@@H](O)CN2Cc2cccc(F)c2)O1)NCC1CCCCC1	39	-9	6	1.9
Cc1ccc(S(=O)(=O)Nc2ccc3c(c2)C(=O)N([C@@H](C)CO)C[C@@H](C)[C@@H](CN(C)S(=O)(=O)c2ccc(F)cc2)OCCCC[C@@H](C)O3)cc1	x	-29	-9	-0.3
(listing goes on)
SMILES	T cruzi growth	Pf Dd2 inh	C diff HTS	GASC1 inh
COc1ccccc1S(=O)(=O)N(C)C[C@@H]1OCc2cnnn2CCCC(=O)N([C@@H](C)CO)C[C@H]1C	40	-13	-2	x
Cc1noc(C)c1NC(=O)N(C)C[C@H]1Oc2ccc(NS(=O)(=O)c3ccc(Cl)cc3)cc2C(=O)N([C@H](C)CO)C[C@H]1C	-54	6	-10	4.7
COc1ccc2c3c([nH]c2c1)[C@H](CO)N(S(C)(=O)=O)CC31CCN(CC2CCCCC2)CC1	x	u	-7	-1.9
N#C[C@@H]1[C@@H](c2ccccc2C2=CCCC2)[C@H](CO)N1C(=O)NC1CCCC1	x	-16	7	0.7
COc1ccc(NC(=O)Nc2ccc3c(c2)CC(=O)N([C@@H](C)CO)C[C@H](C)[C@H](CN(C)Cc2ccc(C(F)(F)F)cc2)O3)cc1	65	38	73	-1.5
COc1ccc(NC(=O)Nc2ccc3c(c2)[C@H]2C[C@H](CC(=O)NCc4ccc5c(c4)OCO5)O[C@@H](CO)[C@H]2O3)cc1	37	-6	-2	-1.2

Screening results: PubChem, Broad Institute
